Vif-APOBEC3G blk – qHTS for Inhibitors of Vif-A3G Interactions: qHTS | hit rate 0.076% among 410,000 | Potency, µM (doses to about 46.1 µM), inactives show top-dose activity, negative = active, most hits filed as inhibitors | HeLa A3G-eYFP + Vif (tagged APOBEC3G with the HIV-1 protein that degrades it), YFP fluorescence, overnight;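 further: potency means the concentration at half of the fitted maximal effect; on the % scale 0 is the no-effect control and ±100 the full control effect; nearly all actives have a fitted effect of over 60% in size; hits raise eYFP signal because A3G escapes Vif-driven loss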
Target sequence (Q9HC16 whole entry, looked up): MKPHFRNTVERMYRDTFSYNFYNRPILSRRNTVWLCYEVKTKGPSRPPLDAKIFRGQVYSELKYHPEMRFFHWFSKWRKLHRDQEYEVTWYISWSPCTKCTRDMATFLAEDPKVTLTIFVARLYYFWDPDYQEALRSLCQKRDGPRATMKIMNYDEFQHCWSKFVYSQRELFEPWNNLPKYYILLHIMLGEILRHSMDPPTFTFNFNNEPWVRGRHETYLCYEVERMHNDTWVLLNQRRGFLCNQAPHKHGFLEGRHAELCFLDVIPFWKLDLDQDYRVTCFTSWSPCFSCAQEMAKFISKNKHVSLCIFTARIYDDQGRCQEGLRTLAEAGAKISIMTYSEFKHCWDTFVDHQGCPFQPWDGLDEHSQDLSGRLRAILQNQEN
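HeLa cells stably expressing Vif and C-terminally eYFP-tagged A3G, seeded overnight at 37 deg C, then exposed to compound by pintool overnight at 37 deg C. Rise in yellow fluorescence (Ex 488/Em 500-530, Acumen) marks blocked Vif-driven A3G degradation.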
GRP78 ERSR act – qHTS for Inducers of the Endoplasmic Reticulum Stress Response (ERSR) in Human Glioma: qHTS. U87-MG GRP78 promoter luciferase reporter, 16 h. Potency, µM, for inactives: at the top dose activation, most hits filed as activators. hit rate 0.02% among 420,000. AID 602332, 2012; further: potency means the concentration at half of the fitted maximal effect; series mostly up to about 76 µM; % of control where 0% means no effect; nearly all actives have a fitted effect of over 35% in size
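Stably transfected U87-MG glioma cells carrying a GRP78-based luciferase sensor; 16 h compound incubation. Luminescence end-point read 10 min after Bright-Glo addition at room temperature.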
Vif-A3F inh – qHTS for Inhibitors of Vif-A3F Interactions: qHTS. HeLa A3F-eYFP + Vif (tagged APOBEC3F with the HIV-1 protein that degrades it), YFP fluorescence increase. Potency, µM (doses to about 46.1 µM), inactives show at the top dose activity, negative = active. hit rate 0.2% among 390,000. AID 602313, 2012; further: potency means the concentration at half of the fitted maximal effect; % of control where 0% means no effect; nearly all actives have a fitted effect of over 65% in size
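HeLa cells stably expressing A3F-eYFP plus Vif, plated and incubated overnight at 37 deg C, then exposed to compounds overnight at 37 deg C. Blocked degradation read as raised yellow fluorescence (Ex 488/Em 500-530).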
D1 agonist – Allosteric Agonists of the Human D1 Dopamine Receptor: qHTS | hit rate 1% among 360,000 | HEK293 T-REx D1 cells, calcium flux, agonist mode | activation, % at 2 µM | D(1A) dopamine receptor (Homo sapiens), P21728; in the data active means activation above about 30%; further: 0% is about no effect
Target sequence (P21728 whole entry, looked up): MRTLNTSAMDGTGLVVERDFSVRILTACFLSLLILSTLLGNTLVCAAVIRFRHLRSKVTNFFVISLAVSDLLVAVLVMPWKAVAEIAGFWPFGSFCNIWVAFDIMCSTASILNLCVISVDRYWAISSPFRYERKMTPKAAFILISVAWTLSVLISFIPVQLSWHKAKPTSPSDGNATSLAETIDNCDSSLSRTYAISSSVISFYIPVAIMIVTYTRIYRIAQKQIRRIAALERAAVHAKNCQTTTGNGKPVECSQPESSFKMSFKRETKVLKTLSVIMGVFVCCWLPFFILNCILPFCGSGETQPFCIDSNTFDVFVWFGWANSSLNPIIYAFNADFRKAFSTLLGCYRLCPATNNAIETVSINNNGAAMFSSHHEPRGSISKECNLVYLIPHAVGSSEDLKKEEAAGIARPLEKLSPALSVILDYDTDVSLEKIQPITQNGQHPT
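Tetracycline-induced HEK293 TREx D1 cells, force-coupled to calcium signalling, were dye-loaded with a no-wash calcium kit. Compound was pin-added after a 10 s baseline. Fluorescence was read kinetically at 1 cycle/s for 180 s, with calcium rises flagged as agonism.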
LDHA inh – qHTS assay for inhibitors of human lactate dehydrogenase | purified LDHA, NADH/diaphorase-resazurin fluorescence; stronger effect = lower value | activity change, % (values are at about 110 or 230 µM) | hit rate 0.15% among 480,000; in the data active means activity change below about -30%; inconclusive means mostly about -25% to -30%;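 further: plate controls were DMSO wells for no effect and wells without enzyme for full effect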
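Enzyme activity of human lactate dehydrogenase 5 (2 nM; 0.06 mM NADH, 0.2 mM pyruvate, 5 min, RT) is measured via a resazurin/diaphorase fluorescence readout of residual NADH.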
D1 potentiator – Potentiators of Human D1 Dopamine Receptor: qHTS. potentiation, % at 10 µM. AID 504651, 2011. hit rate 0.036% among 360,000. HEK293 TREx D1 cells, calcium flux, dopamine EC20 potentiation. D(1A) dopamine receptor (Homo sapiens), P21728; in the data active means potentiation above about 30%; further: 0% is about no effect
D2 potentiator – HTS Assay for Positive Allosteric Modulators of the Human D2 Dopamine Receptor: Primary Screen for Potentiators. HEK293 T-REx D2, calcium flux, EC20 dopamine potentiation. hit rate 0.34% among 340,000. potentiation, % at 10 µM. D(2) dopamine receptor (Homo sapiens), P14416. AID 485347, 2010;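 active means potentiation over 3 SD above the plate norm, cut at about 30% in these data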; further: 0% is about no effect
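Using a no-wash calcium dye in inducible, force-coupled HEK293 Trex cells expressing D2, we tracked fluorescence each second for 180 s after compound, then for 180 s after EC20 dopamine to detect augmented signalling.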
D1 antagonist – Antagonist of Human D 1 Dopamine Receptor: qHTS; activity change, negative = inhibition, % at 10 µM; HEK293 TREx D1 cells, calcium flux, dopamine EC80; stronger effect = lower value; D(1A) dopamine receptor (Homo sapiens), P21728; hit rate 3.2% among 360,000; in the data active means activity change below about -30%; further: on the % scale 0 is the no-effect control and ±100 the full control effect
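Compound effects on dopamine-evoked calcium signalling were measured in tetracycline-induced HEK293 Trex D1 cells. Dopamine at EC80 followed a 180 s compound pre-read, and fluorescence was tracked kinetically for 180 s more.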
RXFP1 agonist – qHTS Assay for Agonists of the Relaxin Receptor RXFP1. HEK293T-RXFP1 cAMP TR-FRET, 30 min; response scale: percent of porcine relaxin response, buffer zero. AID 2676, 2010. Potency, µM (titrated, usually from 57.5 µM), for inactives: top-dose activation, hits mostly activators. Relaxin receptor 1 (Homo sapiens), Q9HBX9. hit rate 0.3% among 370,000; further: potency means the concentration at half of the fitted maximal effect; on the % scale 0 is the no-effect control and ±100 the full control effect; nearly all actives have a fitted effect of over 60% in size; many of its hits are not listed in these tables
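HEK293 cells stably expressing RXFP1, treated 30 min at 37C with compounds plus PDE4 inhibitor Ro 20174; cAMP measured by HTRF TR-FRET. Normalized to buffer and 29 nM porcine relaxin; EC50 by Hill fit.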
An asterisk follows results filed as active; ? = inconclusive; · = not tested or not shown; & = joins results of further samples. Unless noted, the call rests on the fitted dose curve; in most records, active means well fitted curve in the direction sought with a large enough effect; inconclusive means small, poorly fitted or top-dose-only effect, or another doubt; inactive means no such curve, though single readings can be large; an effect the other way counts as inactive or inconclusive. These rows are one share of the data; count on the stated rates, not on these rows.

entry	canonical_smiles	D1 agonist	Vif-APOBEC3G blk	D2 potentiator	LDHA inh	RXFP1 agonist	D1 antagonist	GRP78 ERSR act	Vif-A3F inh	D1 potentiator
1	CN(Cc1ccccc1)C(=O)COC(=O)c1ccc[nH]c1=O	·	-4.5%	·	-4.2	·	·	-2.2%	?	·
2	COc1ccc(C(=O)C2CCCN(C3Cc4ccccc4C3)C2)cc1OC (centres undefined)	5.0	1.2%	-0.7	-8.5	-0.3%	6.7	-3.2%	-3.8%	8.4
3	COc1ccc(C2=CC(c3ccccc3Cl)n3nc(-c4ccc(Cl)cc4)nc3N2)cc1 (centres undefined)	6.9	-2.1%	-8.9	-5.6	-1.2%	9.5	-3.3%	4.5%	-3.1
4	CCOC(=O)c1cc(-c2ccccc2)n(CC(=O)NC(C)(C)C)c1C	-1.3	-1.0%	-4.3	-0.6	-1.0%	5.0	-4.4%	-5.9%	-2.0
5	COC(=O)CN(C)C(=O)c1cccc(OC2CCN(S(=O)(=O)N(C)C)CC2)c1	1.5	1.8%	14.1	-2.5	0.0%	-18.2	-0.3%	1.0%	-6.0
6	Cc1cc(C)nc(N/N=C/c2ccc(Cl)cc2)n1	0.8	-0.9%	9.0	0.5	2.4%	-13.2	-2.1%	-2.1%	6.7
7	CNC(=O)C(=O)NCC(c1cccs1)S(=O)(=O)c1ccc(C)cc1 (centres undefined)	1.2	0.3%	9.9	-6.8	-0.6%	10.2	-2.5%	-4.1%	2.3
8	NC(=O)CC(NC(=O)Cc1ccc(Br)cc1)c1ccc(NCc2ccccn2)c([N+](=O)[O-])c1 (centres undefined)	0.7	-0.3%	-5.0	0.4	0.0%	-27.9	-3.1%	2.3%	-3.9
9	COc1ccccc1/C=C/C(=O)OCC(=O)NC1CCCCCCC1	·	0.7%	·	-1.2	·	·	-3.5%	-18.5%	·
10	CCCCC(=O)NNC(=O)c1c(O)c2ccccc2[nH]c1=O	2.6	-3.1%	-5.8	4.4	-1.7%	-1.5	-0.4%	1.1%	0.2
11	COc1ccc(CCNc2oc(-c3ccccc3OC)nc2C#N)cc1	-4.5	-18.5%	-7.4	-0.1	2.6%	-11.0	4.8%	-1.2%	-10.4
12	CCn1c(SCC(=O)Nc2sc3c(c2C#N)CCCC3)nnc1-c1ccco1	5.1	-0.7%	7.9	-2.5	2.8%	-1.3	-2.2%	-13.2%	-5.0
13	COC(=O)c1c(C)[nH]c(C(=O)OCc2ccc(F)cc2)c1C	4.3	-13.7%	4.4	-2.8	3.4%	0.7	-1.7%	2.5%	-5.5
14	CCN(CC(=O)Nc1ccc(OC)cc1)C(=O)c1ccc(=O)n(Cc2ccccc2)n1	4.3	-0.3%	1.8	-6.8	1.9%	-19.2	-3.5%	-14.5%	·
15	COc1ccc(OC)c(N/C=C/C(=C(C#N)C#N)N(C)C)c1	2.8	?	-5.9	-0.8	-0.7%	-1.7	-1.8%	4.3%	3.6

Complete entries, quoted from the list. Screens in order: D1 agonist, Vif-APOBEC3G blk, D2 potentiator, LDHA inh, RXFP1 agonist, D1 antagonist, GRP78 ERSR act, Vif-A3F inh, D1 potentiator
COc1ccc(C2=CC(c3ccccc3Cl)n3nc(-c4ccc(Cl)cc4)nc3N2)cc1 (centres undefined) across the screens: 6.9, -2.1%, -8.9, -5.6, -1.2%, 9.5, -3.3%, 4.5%, -3.1
CCN(CC(=O)Nc1ccc(OC)cc1)C(=O)c1ccc(=O)n(Cc2ccccc2)n1 across the screens: 4.3, -0.3%, 1.8, -6.8, 1.9%, -19.2, -3.5%, -14.5%, ·

More structures
entry	canonical_smiles	D1 agonist	Vif-APOBEC3G blk	D2 potentiator	LDHA inh	RXFP1 agonist	D1 antagonist	GRP78 ERSR act	Vif-A3F inh	D1 potentiator
16	c1ccc(CN2CCCC3(CCCN(Cc4nc(COc5ccccc5)no4)C3)C2)cc1 (centres undefined)	5.0	-1.1%	0.0	0.2	0.4%	34.1	5.9%	3.0%	-1.2
17	CC(OC(=O)c1cccs1)C(=O)NC1CCCCC1C (centres undefined)	-0.3	1.3%	4.1	-12.5	0.6%	-23.0	-5.1%	-6.6%	-11.2
18	CCOC(=O)c1nc(C)n(-c2ccc(Cl)cc2)n1	0.2	0.5%	-8.9	-4.2	0.8%	1.8	4.3%	-6.0%	-1.1
19	COc1cc(CSc2nc(-c3ccccc3)cc(=O)[nH]2)cc(OC)c1	1.2	-0.6%	-8.4	-5.8	0.4%	9.8	-2.6%	-3.5%	4.6
20	CN(C)CCNC(=O)C(=O)c1c(-c2ccccc2)cc2ccccn12	-4.7	0.0%	4.5	4.2	0.5%	2.6	-2.8%	10.2%	-2.8
21	COc1ccc(OCC(O)CN2C(=O)NC(C)(C)C2=O)cc1 (centres undefined)	-0.3	0.5%	-7.9	-1.4	-2.0%	14.2	1.7%	2.0%	-1.4
22	O=C1c2cccc3cc([N+](=O)[O-])cc(c23)C(=O)N1CC1CCCO1 (centres undefined)	-1.2	-6.2%	3.3	10.5	14.6%	-3.1	-5.5%	?	-4.2
23	Cc1nn(-c2cccc(C(=O)O)c2)c(C)c1[N+](=O)[O-]	2.8	-2.7%	-8.0	-4.5	8.2%	31.8	-2.7%	9.2%	-0.1
24	CC1CN=C(NC(=O)c2cccc([N+](=O)[O-])c2)S1 (centres undefined)	-0.2	2.8%	-3.2	-7.7	1.0%	-26.1	-3.3%	0.2%	-10.6
25	COC(=O)CNc1nc(-c2cccnc2)nc2ccccc12	2.0	1.4%	5.2	-5.6	0.6%	-8.2	-3.3%	-2.1%	2.4
26	Cc1ccc(C(=O)NCCSCc2ccccc2)cc1[N+](=O)[O-]	8.7	-1.1%	-9.4	-1.9	2.8%	-29.2	-4.2%	0.5%	-5.8
27	CC1=CC(=O)c2c(O)ccc(O)c2C1=O	0.0	·	6.3	·	-5.7%	7.2	·	·	5.0
28	CCN(CC)c1nc2c(c(=O)n(C)c(=O)n2C)n1CC(=O)c1ccccc1	1.2	-3.1%	3.0	-0.3	1.4%	0.2	-1.9%	8.1%	-1.4
29	COc1cccc(-c2nnc(NC(=O)c3ccc(S(=O)(=O)N4CCOCC4)cc3)o2)c1	1.2	1.0%	1.4	2.8	1.3%	5.7	-3.7%	0.0%	4.2
30	O=S1(=O)CCOC[C@H](c2ccccc2)N1Cc1ccccc1	0.0	0.6%&-2.6%	-8.5	-1.4	2.0%	-13.7	-5.2%&-3.7%	-12.1%	-3.7
31	O=C(NCCC1=CCCCC1)NC12CC3CC(CC(C3)C1)C2	-1.1	3.1%	-1.5	-4.4	-1.4%	48.7	-5.8%	2.4%	-3.0
32	Cc1[nH]c(=O)[nH]c(=O)c1S(=O)(=O)Nc1cccc(Cl)c1C	-0.5	-1.1%	-1.6	-1.0&-5.0	1.0%	-0.9	0.8%	3.7%	0.2
33	COCCSc1nnc(-c2cccc(C#N)c2)n1C	1.5	1.0%	0.2	4.7	2.2%	-21.4	-3.2%	-13.2%	-6.5
34	Cc1cc(Cl)cc(C)c1OCCOCCNCc1ccccc1	31.4*	1.2%	·	-16.2	-0.1%	-4.9	-0.7%	-3.4%	-5.9
35	COc1ccc(NC(=O)C(c2ccccc2)N(C)C(=O)c2cnccn2)cc1 (centres undefined)	1.3	1.0%	5.7	-4.9	3.0%	-11.8	4.1%	-4.2%	-1.3
36	COc1cc2ncnc(NCc3cccc(F)c3F)c2cc1OC	1.4	-5.5%	-5.2	-3.1	3.5%	-1.8	-6.0%	2.9%	-8.2
37	O=C1CC(C(F)(F)C(F)(F)C(F)(F)F)=Nc2ccccc2N1	0.8	2.1%	·	5.5	-0.5%	-4.2	-1.0%	-1.3%	12.9
38	C=CCC1=C/C(=C\c2c(N)n3nc(CC(=O)N4CCCC4)sc3nc2=O)C=C(OC)C1=O	109.1*	0.0%	-5.3	-8.7	0.6%	3.0	-11.3%	-3.4%	3.5
39	O=C1C2CCCN2C(=S)N1Cc1ccccc1 (centres undefined)	0.6	1.3%	-8.0	-7.5	2.8%	6.4	-4.9%	7.8%	-0.5
40	CCc1ccc(N(C(C)=O)C2C=CS(=O)(=O)C2)cc1 (centres undefined)	0.4	-0.1%	5.1	-4.0	1.0%	-9.1	-1.3%	-7.5%	-1.1
41	CCn1c(CC(=O)Nc2ccc(C)cc2)nnc1SCC(=O)N1CCN(c2ccccc2)CC1	0.6	-1.5%	1.7	0.6	0.1%	-11.8	-3.2%	-3.2%	6.1
42	O=S(=O)(NCC(c1ccc2c(c1)OCO2)N1CCOCC1)c1ccc(Br)cc1 (centres undefined)	0.4	0.5%	-0.6	-0.4	-0.7%	-1.0	4.9%	7.9%	-0.9
43	CCN(C(=O)CSc1cccc[n+]1[O-])c1ccccc1	·	-0.1%	·	-0.1	·	·	-2.7%	3.2%	·
44	O=C(CN1C(=O)c2ccccc2C1=O)NCCc1c[nH]c2ccc(Cl)cc12	8.2	-4.5%	10.8	0.6	3.7%	-10.7	-0.8%	0.7%	-5.0
45	Cn1nc(-c2ccc(OCC(=O)Nc3ccc(Cl)cc3)cc2)c2ccccc2c1=O	14.2	-1.1%	9.5	-2.6	1.2%	2.1	-7.2%	2.7%	-4.0
46	CC1(C)CC(=O)c2c(noc2-c2ccccc2)C1	10.6	-5.1%	6.1	-6.1	-0.1%	6.7	6.3%	?	-6.5
47	COc1ccccc1C(=O)Nc1nc2cc3c(cc2s1)OCO3	1.4	4.4%	-1.8	-1.0	8.0%	10.6	5.6%	-15.6%	2.9
48	Cc1ccc(C)c(N2CCN(c3c(CN4CCCC4)c(=O)oc4ccccc34)CC2)c1	1.1	-0.4%	2.4	-6.1	4.0%	8.2	-4.4%	1.9%	1.5
49	O=C(CCNC(=O)Cn1ccc2ccccc2c1=O)NCc1ccc(F)cc1Cl	0.0	-4.8%	2.5	-2.5	3.1%	19.1	-4.7%	15.8%	-8.8

Screening data as filed in PubChem BioAssay.
